HCMV antiviral: human cytomegalovirus inhibition; activity change, negative = inhibition, % at 57.5 µM; AID 1259415; HFF cells, HCMV-luciferase reporter, 72 h; hits give low values; 4.5% of 410,000 active; in the data active = activity change below about -60%; inconclusive = no clear call, values can overlap the other calls; inactive = above about -39%
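Two-dose cell screen: HFF monolayers treated with compounds and infected with luciferase-expressing HCMV at 1 PFU/cell, 72 h at 37C, then lysed for luciferase measurement.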
AmpC inh detg: inhibitors of E. coli AmpC beta-lactamase with detergent. AmpC hydrolysis of nitrocefin, absorbance 480 nm, 0.01% Triton. Potency, µM (series often up to 114 µM), for inactives: at the top dose activity change, negative = inhibition, hits mostly inhibitors. P00811. 0.041% of 370,000 active; active = well fitted inhibition curve with a large enough effect; inconclusive = small, poorly fitted or top-dose-only effect;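 note: potency is the fitted concentration of half-maximal effect; 0% = no-compound wells and -100% = no-enzyme wells; nearly all actives have a fitted effect of over 25% in size; some results filed as inactive show a strong effect at the top dose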
Target sequence (P00811 whole entry, looked up): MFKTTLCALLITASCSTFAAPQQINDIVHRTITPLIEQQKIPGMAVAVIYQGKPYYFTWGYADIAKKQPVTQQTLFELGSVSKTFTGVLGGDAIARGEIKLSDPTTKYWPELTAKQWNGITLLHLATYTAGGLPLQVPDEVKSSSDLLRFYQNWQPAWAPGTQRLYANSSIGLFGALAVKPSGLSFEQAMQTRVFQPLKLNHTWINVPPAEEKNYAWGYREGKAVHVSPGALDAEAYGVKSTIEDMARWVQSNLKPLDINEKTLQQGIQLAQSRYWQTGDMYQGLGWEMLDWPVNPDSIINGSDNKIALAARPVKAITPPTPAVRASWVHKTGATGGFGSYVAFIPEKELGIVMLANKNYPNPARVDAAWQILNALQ
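20 mM phosphate pH 7.0 + 0.01% (detergent screen) or 0.0001% Triton X-100; 5.3 nM AmpC reagent; cpd preinc 15 min RT; nitrocefin (800 uM stock) to start; A480 q20 s × 4 min; Activity was normalised to no-enzyme and no-compound control wells.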
* = called active by the depositor; ? = inconclusive. Unless noted, % is set by controls: 0 for no effect and ±100 for the full control effect.

compound	AmpC inh detg	HCMV antiviral
Cc1c(C(=O)Nc2ccc(F)cc2)oc2ccc(S(=O)(=O)N3CCCCCC3)cc12	-4%	-31
CC(C)(C)C1CCc2c(sc(NC(=O)CCC(=O)O)c2C(=O)Nc2ccccc2C(F)(F)F)C1 (stereo not given)	-15%	-32
COCCN(Cc1ccco1)C(=O)c1cc2c(Cl)nc3ccc(C)cc3c2s1	2%	-10
O=C(Cn1ncc2c3ccccc3n(Cc3ccccc3)c2c1=O)NCc1cccs1	18%	?
Cc1ccc(C)c(NC(=O)CSc2nnc3[nH]c(=O)cc(-c4ccccc4)n23)c1	-1%	3
Cc1cccc(NC(=O)C(=O)NCC(c2cccnc2)N2CCOCC2)c1 (stereo not given)	17%	-1
CCC(=O)Nc1ccc(CC)cc1-c1nc2ccccc2n(CC(=O)Nc2cccc(OC)c2)c1=O	28%	-17
COc1ccc(CCNC(=O)C(=O)Nc2ccc(C)c(C)c2)cc1	2%	34
COc1ccc(C)cc1NC(=O)CN1C(=O)CCc2cc(S(=O)(=O)N3CCOCC3)ccc21	12%	33
O=C(NCC1CCN(Cc2cccc(F)c2)CC1)c1cc2ccc3cccnc3c2[nH]1	1%	-4
Clc1ccccc1Cn1c(-c2cccs2)nc2ccccc21	23%	-14
CCc1ccc(S(=O)(=O)NCc2nc3cccnc3n2Cc2cccc(OC)c2)cc1	-4%	-30
Cc1ccc(NC(=O)C(=O)NCCCN2CCOCC2)cc1C	5%	31
CCn1c(SCCOc2ccccc2F)nc2ccccc21	-9%	-35
COc1ccc2c(c1)c(N1CCCC1=O)c(C(=O)Nc1ccccc1C(F)(F)F)n2C	15%	-24
O=C(NCc1ccccc1F)C(=O)NCC(c1cccs1)S(=O)(=O)c1cccs1 (stereo not given)	3%	-11
CCc1ccc(S(=O)(=O)c2nnn3c2nc(Nc2ccc(F)cc2)c2cc(Cl)ccc23)cc1	15%	-6
Cc1ccccc1Cn1c(=O)n(Cc2ccc3c(c2)OCO3)c(=O)c2oc3ccccc3c21	23%	?
COc1ccc(CCCc2nnc(SCC(=O)Nc3cccc(C)c3)o2)cc1C	9%	18
Cc1ccc(-n2c(=O)c3c(cnn3C)n(CC(=O)Nc3ccc(C)cc3C)c2=O)cc1	11%	-3
CC(C)OC(=O)c1c(NC(=O)COc2cccc(Br)c2)sc2c1CCCC2	8%	9
O=C(NCCC1=CCCCC1)c1ccc2c(c1)N(Cc1ccc(F)cc1)C(=O)c1ccccc1S2(=O)=O	4%	-19
COc1ccccc1N1CCN(C(CNC(=O)C(=O)NCc2cccnc2)c2cccnc2)CC1 (stereo not given)	0%	-16
CN1CCN(C(c2ccccc2Cl)c2sc3nc(-c4ccco4)nn3c2O)CC1 (stereo not given)	4%	18
CCN(Cc1ccccc1)C(=O)Cn1c(=O)n(-c2ccc(Cl)c(Cl)c2)c(=O)c2c(C)c(C(=O)N(C)C)sc21	0%	-21
CC(C)C(=O)Nc1ccccc1C(=O)OCc1cc(=O)n2nc(C3CC3)sc2n1	13%	37
COc1ccc(CNC(=O)C2CCN(S(=O)(=O)c3cn(C)cn3)CC2)cc1	10%	-15
CCOC(=O)c1cnn(-c2ccc(C(=O)Nc3ccc(C(C)=O)cc3)cc2)c1N	6%	3
Cc1ccc(C2=NN(CC(=O)NCCCN(CC(C)C)CC(C)C)C(=O)CC2)cc1	-3%	-11
COc1ccccc1CNCCSc1nnnn1C	-4%	-3
COc1ccc(-c2nc(C)c(CCNC(=O)C(=O)Nc3ccccc3C#N)s2)cc1OC	-2%	-1
Cc1cccc(C)c1NC(=O)c1oc2ccc3c(c2c1C)C(=O)CC(C)(C)O3	-2%	-14
COc1ccc(-c2cc(C(=O)NCc3ccccc3)c3c(-c4ccccc4)[nH]nc3n2)cc1	-6%	3
COc1cc(NC(=O)c2cc(C3CC3)nc3c2c(C)nn3-c2ccc(C)cc2)cc(OC)c1	28%	58
COc1ccccc1CNC(=O)c1cc2c(=O)n(Cc3cccs3)ccc2nc1C	-1%	-33
Cc1nc(N2CCOCC2)c2c(C(=O)NCc3ccc(Cl)cc3)c(C)oc2n1	25%	-14
Cc1cccc(NC(=O)C2CCCN(S(=O)(=O)c3c(C)noc3/C=C/N(C)C)C2)c1C (stereo not given)	-4%	21
O=c1c(N2CCCCC2)csc2ccc(F)cc12	-1%	11
CCOC(=O)c1c(-c2ccccc2)csc1NC(=O)c1cc(-c2ccc(Br)cc2)on1	15%	10
Cc1nc(-n2nc(C)c(CCC(C)C)c2C)sc1C(=O)Nc1ccc(Cl)cc1	17%	46
Cc1c(Cl)cccc1NC(=O)c1ccc2c(c1)CCCN2S(C)(=O)=O	6%	-2
CC(=O)c1cccc(NC(=O)CCc2nc3cccnc3n2Cc2cccs2)c1	2%	-33
CCOc1ccc(C(=O)/C=C/c2cn(CC(O)CN3CCCCCC3)c3ccccc23)cc1 (stereo not given)	17%	-29
Cc1ccc(C(=O)COC(=O)C(CC(C)C)NC(=O)C2CCC(C)CC2)cc1 (stereo not given)	-4%	10
Cc1ccc(-n2c(=O)c3c(cnn3C)n(CC(=O)Nc3cccc(Cl)c3)c2=O)cc1	12%	14
Cc1cc2c(cc1S(=O)(=O)N1CCC(C)CC1)OCC(=O)N2	7%	-7
CCOc1ccccc1CNC(=O)C1CCN(S(=O)(=O)c2c(C)noc2/C=C/c2ccccc2F)CC1	4%	23
Cc1cccc(-n2c(SCC(=O)Nc3ccccc3Cl)nc3n[nH]c(C)c3c2=N)c1	2%	-62*
Cc1cccc(N2CCN(C(=O)c3ccc(NC(=O)c4nsc5ccccc45)cc3)CC2)c1C	1%	126
CCOC(=O)c1ccc(-n2c(-c3ccc(C)cc3)c(C)n3c4c(=O)n(C)c(=O)n(C)c4nc23)cc1	-8%	-3

(cont.)
compound	AmpC inh detg	HCMV antiviral
CCn1cc(C(=O)NCc2ccc(C)cc2)c(=O)c2cc(S(=O)(=O)N(C)C3CCCCC3)ccc21	4%	3
Cc1sc2c(c1C)c(=O)n(Cc1ccccc1)c(=O)n2CC(=O)Nc1cccc(Cl)c1	-1%	-26
COc1ccc(CCn2c(=O)c3cccnc3n(CC(=O)Nc3ccc(C)c(F)c3)c2=O)cc1OC	20%	11
COc1ccc(-c2nc(CNS(=O)(=O)c3ccc(Br)cc3)cs2)cc1	19%	-27
COc1cccc(CNC(=O)CCc2nnc3n(C)c(=O)c4sccc4n23)c1	14%	-10
CCn1cc(S(=O)(=O)c2ccc(OC)cc2)c(=O)c2cc(F)c(N3CCCCCC3)cc21	6%	-1
CN(C)c1ccc(CNc2nc(-c3ccco3)nn2S(=O)(=O)c2ccc3ccccc3c2)cc1	-3%	94
Cn1c(=O)c2c(-c3cccc(Br)c3)n(CCO)cc2n(C)c1=O	24%	-12
CCCSc1nc2c(c(=O)[nH]1)C(c1ccc(O)c(OCC)c1)CC(=O)N2 (stereo not given)	?	30
CN(C)S(=O)(=O)N(CC(=O)NCCSCc1c(F)cccc1Cl)c1ccccc1	29%	4
Cc1ccc(S(=O)(=O)N2CCCc3cc(NC(=O)c4ccc(Cl)cc4)ccc32)cc1	1%	-10
CCOc1ccc(C(=O)Nc2ccc(-c3nc4ccccc4s3)c(C)c2)cc1OCC	9%	70
COc1ccccc1CNC(=O)C1CCN(c2nc3ccc(C)cc3[nH]2)CC1	0%	0
Cc1nn2c(-c3cccc(NC(=O)c4ccccc4)c3)nnc2c2ccccc12	28%	2
O=C(Nc1ccccc1F)c1ccc(-c2ccccc2)s1	0%	69
Cc1ccc(NC(=O)Cn2nc(C(F)(F)F)c3c2CCCC3)cc1	-2%	5
CCN1C(=O)c2ccccc2S(=O)c2ccc(C(=O)NCc3ccc(F)cc3)cc21 (stereo not given)	1%	6
COc1ccc(CCNC(=O)CCCn2c(=O)c3ccccc3n(CC(=O)Nc3ccccc3C)c2=O)cc1OC	16%	10
CC1=C(C(=O)Nc2ccccc2C)C(c2cccnc2)n2nc(SCc3ccccc3)nc2N1 (stereo not given)	7%	-4
CCOC(=O)c1c(NC(=O)/C=C/c2ccc(OCC)cc2)sc2c1CCCC2	9%	6
CCOC(=O)Cn1cnc2onc(-c3ccc(F)cc3)c2c1=O	3%	0
CCOc1ccc(NC(=O)CCc2c(C)nc3cc(-c4ccc(Cl)cc4)nn3c2C)cc1	15%	-30
COc1ccc(Nc2nc3ccccc3nc2NS(=O)(=O)c2ccc(Cl)cc2)cc1OC	-2%	-18
COC(=O)c1c(NC(C)=O)c2c3c(sc2n1Cc1cc(C)ccc1C)CCCC3	-2%	-8
COc1ccc2ncc3c(-c4ccc(C)c(C)c4)nn(CC(=O)NC4CCCCC4)c3c2c1	7%	-14

7 neighbouring records from above, quoted:
compound	AmpC inh detg	HCMV antiviral
CC1=C(C(=O)Nc2ccccc2C)C(c2cccnc2)n2nc(SCc3ccccc3)nc2N1 (stereo not given)	7%	-4
CCOC(=O)c1c(NC(=O)/C=C/c2ccc(OCC)cc2)sc2c1CCCC2	9%	6
CCOC(=O)Cn1cnc2onc(-c3ccc(F)cc3)c2c1=O	3%	0
CCOc1ccc(NC(=O)CCc2c(C)nc3cc(-c4ccc(Cl)cc4)nn3c2C)cc1	15%	-30
COc1ccc(Nc2nc3ccccc3nc2NS(=O)(=O)c2ccc(Cl)cc2)cc1OC	-2%	-18
COC(=O)c1c(NC(C)=O)c2c3c(sc2n1Cc1cc(C)ccc1C)CCCC3	-2%	-8
COc1ccc2ncc3c(-c4ccc(C)c(C)c4)nn(CC(=O)NC4CCCCC4)c3c2c1	7%	-14

The list continues.
compound	AmpC inh detg	HCMV antiviral
Cc1cccc(-c2noc(-c3ccc(NCc4cccnc4)c([N+](=O)[O-])c3)n2)c1	20%	38
CC(C)Nc1ccc(-c2nc(-c3ccncc3)no2)cc1[N+](=O)[O-]	23%	9
CN1C(C(=O)c2ccccc2)=C(NC(=O)c2ccc(F)cc2)c2ccccc2S1(=O)=O	8%	-10
COc1ccc(CNC(=O)c2ccc(Cn3c(=O)c4cccn4c4cccnc43)cc2)c(OC)c1	1%	-7
O=C(Cn1cc(C(=O)c2ccccc2)c2ccccc21)Nc1ccc(Br)cc1	?	-35
O=C(NCc1ccccc1Cl)C(=O)NCC(c1ccco1)S(=O)(=O)c1cccs1 (stereo not given)	3%	5
Cc1cc(C)n(-c2nnc(Nc3cc(Cl)ccc3C)c3ccccc23)n1	-4%	-16
COc1ccc2nc(NC(=O)c3nc(SCc4cccc(C)c4)ncc3Cl)sc2c1	21%	8
CCOC(=O)c1ccc(NC(=O)C2CCN(C(=O)N3CC(C)Oc4ccc(C)cc43)CC2)cc1 (stereo not given)	-3%	-24
CCN(C(=O)c1sc2nc3n(c(=O)c2c1C)CCCCC3)c1ccc(OC)cc1	3%	4
O=S(=O)(Nc1cccc(-c2ccc(N3CCOCC3)nn2)c1)c1ccccc1C(F)(F)F	10%	49
COc1cc(-c2ccno2)ccc1S(=O)(=O)N1CCN(c2ccc(F)cc2)CC1	14%	-22
CCOc1ccc(C(=O)Nc2ccc(-c3nc4cc(C)ccc4o3)cc2)cc1	4%	-3
CCn1cc2nc(SCC(=O)Nc3ccccc3F)n(Cc3ccc(C)cc3)c(=O)c2n1	1%	-2
COc1cc(Cl)c(NC(=O)C(NS(=O)(=O)c2cccs2)C(C)C)c(OC)c1 (stereo not given)	14%	-10
COc1ccc(C(CC(=O)Nc2ccc(F)c(Cl)c2)N2Cc3ccccc3C2=O)cc1OC (stereo not given)	8%	-9
CCOc1ccc(C(=O)NCCn2cc(SCC(=O)NCCc3ccc(OC)c(OC)c3)c3ccccc32)cc1	1%	-15
COc1ccc(C2CC(=O)c3cc(-c4nc(-c5cccc([N+](=O)[O-])c5)cs4)c(=O)n(-c4ccc(F)cc4)c3C2)cc1 (stereo not given)	22%	2
CCOC(=O)Cc1ccc(NC(=O)N2CCC(CN3CCCCCC3)CC2)cc1	-4%	3
O=C(Nc1ccc2oc(-c3ccc(Cl)cc3)nc2c1)c1ccc2ccccc2c1	12%	-19
Cc1cc2oc(C(=O)Nc3sc4c(c3C(=O)NCc3ccccc3)CCCC4)cc(=O)c2cc1C	2%	5
Cc1ccc(CSc2nc3cccnc3n2Cc2ccc(C(=O)NC3CCCCC3)cc2)cc1	-2%	20
CCc1cccc(N2C(=O)CS(=O)(=O)C23C(=O)N(Cc2ccccc2)c2ccc(C)cc23)c1 (stereo not given)	16%	-16
O=c1oc2ccc3ccccc3c2cc1-c1nnc(Nc2ccccc2)s1	3%	-25

Screens (PubChem)

Only part of the results is shown; rates above refer to the full screens.
